Vif imaging: HIV Vif self-association inhibitors, primary screen, imaging, HEK293T, single point; HEK293T cells, Vif self-association by quenched fluorescence, 24 h; inhibition, % at 7.49 µM; actives 0.35% (n = 340,000); in the data active means inhibition above about 50%, passing the limit was not always enough; inconclusive means no clear call, values can overlap the other calls; inactive means below about 31%; further: some results filed as inactive read as strong as hits
CF NFkB block: inhibitors of PAF-induced NF-kB signaling, primary screen, cell-based, GFP fluorescence, uHTS; KKLEB NF-kB-GFP reporter, GFP fluorescence overnight; inhibition, % at 5 µM; actives 0.86% (n = 360,000);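 active means at least 50% inhibition at 5 µM, scaled per plate between neutral and stimulator controls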;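 further: PAF is a Pseudomonas aeruginosa culture filtrate used as stimulus; plate controls were PAF-stimulated DMSO wells for no effect and unstimulated DMSO wells for full effect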
CaV13 ICDI inh: Disruptors of the CACNA1D IQ motif to Ca2+-dependent inactivation inhibitor domain association, primary screening, Förster resonance energy transfer in intact living … | HEK cells, CFP/YFP FRET ICDI-IQ, plate reader, 10 min; percent FRET-ratio fall versus neutral wells | inhibition, % at 12.3 µM | actives 0.098% (n = 340,000) | AID 743397;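 active means mean replicate inhibition of at least 30% and at least 1% of replicates passing that level; inconclusive means only one of the two criteria is met; inactive means neither criterion is met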;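 further: 0% = median of the neutral control wells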
HIF-2a inh: HIF-2a reporter inhibitors, primary screen, luminescence, 786-0 RCC cells; 786-0 RCC cells HIF-2a reporter, luciferase luminescence, overnight; inhibition, % at 18.8 µM; actives 0.72% (n = 360,000);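 active means inhibition of the luminescence signal of 40% or more relative to plate controls, in a single-dose primary screen at 18.75 µM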
NR2E3 ag-1: NR2E3 agonists in two-hybrid cells, primary screen, cell-based, luminescence, CHO-S, Gal4-NCOR/VP16-NR2E3. inhibition of corepressor binding, % at 3.98 µM. actives 0.35% (n = 360,000). luciferase. AID 602229, 2012;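 active means inhibition above the mean of all tested compounds plus 3 SD, cut at about 70% in these data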;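 further: 0% = DMSO with NR2E3 transfected cells and 100% = cells lacking NR2E3 construct; higher means lower luciferase signal from less NR2E3 corepressor binding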
Target sequence (Q9Y5X4 whole entry, looked up, the tested form may be a part): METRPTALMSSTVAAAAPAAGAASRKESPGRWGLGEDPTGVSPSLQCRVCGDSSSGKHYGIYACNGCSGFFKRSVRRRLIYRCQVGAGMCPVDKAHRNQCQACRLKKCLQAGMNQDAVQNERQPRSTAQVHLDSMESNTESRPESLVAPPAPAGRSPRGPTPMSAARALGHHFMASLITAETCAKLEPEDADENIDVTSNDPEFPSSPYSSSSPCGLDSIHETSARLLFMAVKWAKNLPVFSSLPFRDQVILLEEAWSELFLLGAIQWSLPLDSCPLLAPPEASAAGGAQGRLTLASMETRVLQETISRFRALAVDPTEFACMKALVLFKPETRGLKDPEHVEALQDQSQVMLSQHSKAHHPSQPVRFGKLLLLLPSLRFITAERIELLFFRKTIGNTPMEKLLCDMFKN
PDI turbidity: inhibitors of human PDI, primary screen, biochemical, turbidity, single point, plate reader; AID 588391, 2011; inhibition, % at 10 µM; actives 0.052% (n = 350,000); Protein disulfide-isomerase (Homo sapiens), P07237; PDI insulin aggregation turbidity, A650, 90 min;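 active means mean inhibition across replicates of 30% or more, whatever share of single replicates reach that level; inconclusive means mean inhibition below 30% while every single replicate reaches 30%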;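 further: absorbance from insulin aggregation driven by PDI reduction with DTT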
Target sequence (P07237 whole entry, looked up): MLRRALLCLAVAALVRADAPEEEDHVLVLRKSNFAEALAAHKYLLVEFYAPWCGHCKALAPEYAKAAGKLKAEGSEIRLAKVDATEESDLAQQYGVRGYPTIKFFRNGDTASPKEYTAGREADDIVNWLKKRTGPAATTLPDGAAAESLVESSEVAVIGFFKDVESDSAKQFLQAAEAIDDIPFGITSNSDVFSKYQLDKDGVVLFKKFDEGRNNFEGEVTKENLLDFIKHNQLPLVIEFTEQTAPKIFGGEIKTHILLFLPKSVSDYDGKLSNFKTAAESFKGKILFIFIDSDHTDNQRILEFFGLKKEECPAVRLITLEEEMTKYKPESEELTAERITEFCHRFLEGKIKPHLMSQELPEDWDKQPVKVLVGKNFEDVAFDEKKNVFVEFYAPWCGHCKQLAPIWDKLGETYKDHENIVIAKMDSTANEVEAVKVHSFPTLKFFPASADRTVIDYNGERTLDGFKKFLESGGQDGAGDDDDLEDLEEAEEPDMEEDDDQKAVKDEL
NR2E3 ag-2: inhibitors of NR2E3-RetCOR corepressor binding, primary screen, NR2E3 agonist project, biochemical, TR-FRET, GST-NR2E3, biotin-RetCOR | AID 2300, 2010 | actives 0.12% (n = 320,000) | 1536-well | inhibition of corepressor binding, % at 4.78 µM;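 active means percent inhibition above the cutoff of mean plus 3 SD of all tested compounds, set per screening campaign, cut at about 20% in these data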;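 further: 0% = DMSO wells and 100% = biotin wells as full block of FRET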
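System: GST-tagged NR2E3 plus biotinylated RetCOR corepressor; Amount: 1.35 nM GST-tagged NR2E3 final; Dosing: single nominal compound dose of 4.8 µM; Schedule: 5 h incubation at 4 °C; Technique: TR-FRET with europium anti-GST and streptavidin-D2, 340 nm excitation; Controls: biotin wells as high control, 0.6% DMSO wells as low control.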
Peg3 promoter: Peg3 promoter-driven luciferase inhibitors, primary screen, cell-based, HeLa, luciferase luminescence. HeLa PEG-Prom luciferase reporter, overnight. inhibition, % at 20 µM. actives 1.7% (n = 360,000);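 active means inhibition of at least 50% at 20 µM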
TRPM1 prom inh: inhibitors of MITF-dependent TRPM1 promoter reporter, primary screen, cell-based, SK-MEL-5, single point, luciferase. SK-MEL-5 TRPM1 promoter luciferase, 24 h. inhibition, % at 12.5 µM. actives 0.83% (n = 330,000);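 active means mean inhibition across replicates of 60% or more, whatever share of single replicates reaches that level; inconclusive means some that reach 60%, reason not given; inactive means mean inhibition across replicates below 60%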; further: values of inactives mirror those of a sister screen read the other way
KKLEB tox: cytotoxicity in KKLEB CF airway cells, primary screen, cytotoxicity control for CF NF-kB inhibitor project, cell-based, uHTS, fluorescence assay plates | actives 0.36% (n = 360,000) | activity change (cytotoxicity), % at 5 µM | AID 602141, 2011 | KKLEB CF airway cells viability, ATPlite luminescence, overnight; stronger effect = lower value; cells stimulated with P. aeruginosa culture filtrate;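 active means corrected activity change at or below -50% at 5 µM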
Shn3 inh set2: reduction of Shn3 3'UTR firefly luciferase signal, primary screen, Schnurri-3 inhibitor project, cell-based, Clone20 osteoblasts, set 2; Clone20 osteoblast Shn3 3'UTR firefly luciferase, 24 h; inhibition, % at 12.5 µM; actives 0.52% (n = 360,000); AID 588674, 2011;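 active means mean inhibition of at least 75% with every replicate also reaching 75%; inconclusive means mean inhibition at least 75% but some replicate below; inactive means mean inhibition below 75%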;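 further: 0% = median of neutral control wells and 100% = pilot-screen positive control compound; some compounds past the cut are filed as inactive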
An asterisk follows results filed as active; ? = inconclusive; . = no result given. Rows were taken by chance; 3.3% or so of the library scored in one or more.

SMILES	Vif imaging	CF NFkB block	CaV13 ICDI inh	HIF-2a inh	NR2E3 ag-1	PDI turbidity	NR2E3 ag-2	Peg3 promoter	TRPM1 prom inh	KKLEB tox	Shn3 inh set2
CCc1ccc(OC(C)c2nnc(SCC(=O)Nc3ncccc3C)n2C)cc1 (configuration not stated)	-13	-28	-3	22	-4	0	2	19	-1	10	7
Cc1nn(Cc2ccccc2)c(C)c1NC(=O)c1cc2nc(-c3ccco3)cc(C(F)(F)F)n2n1	1	5	-4	14	9	-1	2	12	1	-2	-4
O=C(Cn1nnc(-c2cccc(C(F)(F)F)c2)n1)N1CCCCCC1	-4	3	.	-22	-21	-7	2	-14	1	8	3
Cc1cc(=O)[nH]c2ccc(S(=O)(=O)Nc3ccccc3)cc12	15	6	-9	0	1	2	-5	-18	4	-18	-4
CC(C)C(=O)Nc1ccc(C(=O)N/N=C/c2cc(Br)cc(Br)c2O)cc1	4	13	-6	13	-19	-9	-1	58*	17	-4	81
FC(F)Oc1ccc(NC(=S)NCc2cccnc2)cc1	0	27	2	15	3	1	3	4	0	-3	9
O=C(NCc1ccc2c(c1)OCO2)Nc1cccc(Cl)c1	2	-11	0	-229	-90	-2	0	-198	-77	-3	-30
CCN1CCN(c2nc(-c3ccccc3)c3ccccc3n2)CC1	2	9	-3	-8	27	6	5	24	-9	-3	7
Cc1cc(C(=O)COC(=O)c2csc3c2CCCC3)c(C)n1C	-9	0	-4	-23	-38	2	4	-72	-24	0	-25
CC(C)NC(=O)CSc1nnc(C2CC2)n1-c1ccccc1	15	-2	-1	21	-24	-4	-3	8	0	1	6
COc1ccc(C(C(=O)NC2CCCCC2)N(C(=O)c2sc(C)nc2C)c2ccccc2)cc1 (configuration not stated)	8	-11	0	28	-47	15	0	1	-9	8	-20
O=C(CCNC(=O)c1ccccc1Cl)NCC(c1ccc(F)cc1)N1CCOCC1 (configuration not stated)	9	-2	-15	-8	-16	-2	2	-6	-1	-2	-6

In a second layout: entries from further up
Order of values – Vif imaging, CF NFkB block, CaV13 ICDI inh, HIF-2a inh, NR2E3 ag-1, PDI turbidity, NR2E3 ag-2, Peg3 promoter, TRPM1 prom inh, KKLEB tox, Shn3 inh set2
- O=C(Cn1nnc(-c2cccc(C(F)(F)F)c2)n1)N1CCCCCC1
  -4, 3, ., -22, -21, -7, 2, -14, 1, 8, 3
- Cc1cc(=O)[nH]c2ccc(S(=O)(=O)Nc3ccccc3)cc12
  15, 6, -9, 0, 1, 2, -5, -18, 4, -18, -4

Following part
SMILES	Vif imaging	CF NFkB block	CaV13 ICDI inh	HIF-2a inh	NR2E3 ag-1	PDI turbidity	NR2E3 ag-2	Peg3 promoter	TRPM1 prom inh	KKLEB tox	Shn3 inh set2
Cc1ccc(-c2cc(C(F)F)nc(NCc3cccs3)n2)cc1	2	-7	-3	-11	-10	-5	1	-3	-3	1	-11
CC(C)C(=O)Nc1ccc(NC(=S)NC(=O)c2ccccc2F)cc1	.	0	-5	-117	-56	-2	3	-36	-20	3	-29
O=S(=O)(NCC(Nc1ccccc1)c1ccccc1)c1ccc(Cl)cc1 (configuration not stated)	?	-15	-5	30	6	-1	6	31	18	4	28
Cc1ccc2c(n1)CC(C)(C)CC2=O	14	7	-4	20	-19	-6	2	-3	5	-4	4
CC(C)[C@H](NC(=O)[C@@H]1Cc2c([nH]c3ccccc23)C2c3ccccc3C(=O)N21)C(=O)N1CCC[C@H]1C(=O)O (some centres not stated)	-10	-43	.	17	-18	.	.	15	.	12	17
O=C(NCc1ccccc1)C1=C[C@@H](C2CCCCC2)C[C@@H](OCCCCO)O1	5	13	-6	-2	-15	-1	6	9	6	4	-18
N#Cc1cccc(C(c2nnnn2CCc2ccccc2)N2CCN(C3CCCCC3)CC2)c1 (configuration not stated)	-1	-8	-7	1	-15	-5	0	2	7	5	64
O=C(CSC1=N/C(=C/c2ccco2)C(=O)N1c1ccc(OC(F)F)cc1)NC1CCS(=O)(=O)C1 (configuration not stated)	-2	1	-4	-1	9	-24	0	9	8	9	12
Cc1sc2nc(C(C)C)nc(SCC(=O)N3c4ccccc4CC3C)c2c1C (configuration not stated)	-13	8	-3	20	-2	-2	2	11	-2	-20	5
COc1ccc(N2CCN(C(=O)c3ccc(-c4nc5ccccc5s4)o3)CC2)cc1	-5	-10	-5	-117	-54	6	-1	-74	-21	-8	-31
COc1ccccc1C1(O)CC2CCC(C1)N2S(=O)(=O)c1ccc(C(C)=O)cc1 (configuration not stated)	14	9	-8	12	-5	4	1	18	6	-3	9
C[C@H](CO)N1C[C@H](C)[C@@H](CN(C)S(=O)(=O)c2ccccc2)Oc2c(NC(=O)C3CCCCC3)cccc2C1=O	-1	11	-4	-1	14	-5	.	-1	-7	-28	8
NS(=O)(=O)c1ccc(CCNc2nn3c(-c4ccc(F)c(Cl)c4)cnc3s2)cc1	-33	42	-7	34	62	-2	.	67*	.	-12	58
CCOc1ccccc1CN1CCN(S(=O)(=O)CC)CC1	13	9	-8	-5	18	4	-4	19	-8	-2	2
c1ccc(-c2csc(Nc3cccnc3)n2)cc1	0	-2	-8	-265	-63	1	6	-252	-45	-1	-64
CC1(CCc2ccccc2)NC(=O)N(Cc2cc([N+](=O)[O-])cc3c2OCOC3)C1=O (configuration not stated)	-3	10	-1	12	-8	10	0	25	8	9	9
COC(=O)c1ccc(C(=O)N(Cc2ccccc2)c2ccccc2)cc1	2	13	-5	1	19	5	-1	19	-1	3	13
O=[N+]([O-])c1ccc(-c2nnc3n2CCCCC3)cc1	-17	-7	-21	12	-27	0	-1	17	14	11	0
COc1cc(/C=N/Nc2ccc(C(=O)O)cc2)ccc1O	0	-6	-3	-37	-34	4	-9	-49	16	4	-37
CCOC(=O)N1CCN(c2nc3ccccn3c(=O)c2C=O)CC1	-16	-12	-7	8	-3	-3	4	23	-5	-9	7
CCC(c1nnnn1C1CCCC1)N(Cc1cccs1)Cc1cc2cccc(C)c2[nH]c1=O (configuration not stated)	1	-3	-5	9	-17	-2	-1	34	3	12	38
CCOc1cc(/C=C2/C(=O)N(c3ccccc3)N=C2C)ccc1OC(=O)c1cccs1	-18	4	-6	-4	-21	-1	10	9	5	-16	-12
Cc1ccccc1CNC(=O)c1ccc2nc([C@@H]3O[C@H](CO)[C@H](O)[C@H](O)[C@H]3O)[nH]c2c1	1	24	-3	-7	7	-1	.	-8	.	-9	-12
COc1ccc(/C=N/n2c(SC)nnc2-c2ccccc2)c(OC)c1OC	1	-13	.	-19	-57	10	.	20	16	-5	-18
COc1cc2c(cc1OC)CN(C(=O)c1ccc3nc[nH]c3c1)CC2	7	26	-16	7	-25	-9	2	14	10	-20	11
CC(C)C#Cc1ccc2c(c1)O[C@@H](CN(C)C(=O)c1cnccn1)[C@@H](C)CN([C@@H](C)CO)S2(=O)=O	0	-22	.	0	26	2	.	-12	.	-3	3
CC(C)=CCC/C(C)=C/Cc1c(O)ccc(C(=O)/C=C/c2ccc(O)cc2)c1O	-1	0	-5	16	-29	12	3	17	-13	-12	8
NC(=O)c1cc(NC(=O)c2cc(Br)c(Br)s2)cc(C(N)=O)c1	-1	-36	-1	4	-18	-1	0	-8	-1	8	-3
O=C(Nc1ccc(N2CCN(Cc3ccccc3F)CC2)cc1)c1ccc([N+](=O)[O-])o1	7	81*	-6	93*	26	7	1	100*	98*	-77*	64
CCCCCCSc1nc(O)c(C2OC(=O)c3c2ccc(OC)c3OC)c(=O)n1CC (configuration not stated)	-39	-11	.	1	23	-1	-2	5	0	9	12
C=C[C@]1(C)C=C2C(=O)C[C@H]3C(C)(C)CCC[C@]3(C(=O)O)[C@@]2(O)CC1	23	7	-6	2	9	.	.	12	.	15	-20
CCOC(=O)c1cncc(NC(=O)c2ccccc2)c1	1	-4	.	8	10	-6	4	2	3	-1	-9
CCN1C(=O)[C@H]2[C@@H](c3ccc(-c4cccc(Cl)c4)cc3)N[C@@](CC(C)C)(C(=O)OC)[C@H]2C1=O	-8	4	-11	4	-19	3	.	1	-16	0	18
COc1ccc(CNC2c3ccccc3-c3ccccc32)cc1OC	9	5	-2	10	-23	8	1	24	8	0	3
O=C(CCCn1c(SCC(=O)c2ccc(Cl)cc2)nc2ccccc2c1=O)NCc1ccco1	42	-17	-5	17	-2	-8	4	0	15	-15	49
Cc1ccc(OCCCC(=O)N(C)CC(=O)Nc2ccccc2Br)cc1	8	-23	-4	-7	3	11	-1	-9	-4	2	-7
CCOc1cccc(C2CC(=O)Nc3cc(OC)c(OC)cc32)c1 (configuration not stated)	11	-9	-2	20	-29	-6	-1	6	7	-8	7
CC1CCc2[nH]c3ccc(C(=O)N(C)CC(=O)Nc4ccccc4C(F)(F)F)cc3c2C1 (configuration not stated)	8	-5	-7	-15	-6	0	-1	-26	-15	11	-3
NS(=O)(=O)c1cc(C2(O)NC(=O)c3ccccc32)ccc1Cl (configuration not stated)	-4	-15	-5	0	-29	1	3	8	-13	0	-12
COc1ccccc1NC(=S)N(Cc1ccccc1)Cc1ccccn1	9	-14	-4	9	-8	11	0	7	5	-9	4
Cc1c(NC(=O)COc2cccc(F)c2)c(=O)n(-c2ccccc2)n1C	22	-10	-3	12	-27	-4	5	9	-2	-2	3
CC(O)[C@@H](NC(=O)C1CCC(CNC(=O)[C@H](Cc2ccccc2)NC(=O)OC(C)(C)C)CC1)C(=O)O (some centres not stated)	-7	4	-18	12	3	0	2	3	-27	7	-1
Cn1cc(Cl)c(C(=O)N/N=C/c2ccc(OS(=O)(=O)c3ccccc3)cc2)n1	16	-43	-5	-43	0	1	-2	-27	-15	0	-3
COc1cc(OC)cc(-c2c(-c3cccs3)c3cc(-c4cccc5[nH]ccc45)ccc3n2C)c1	-3	21	-5	16	-18	-3	4	12	23	9	17
CC1CCN(S(=O)(=O)c2ccc(-c3nnc(SCc4cccnc4)o3)cc2)CC1	18	9	-5	15	-11	-5	0	28	14	3	-14
CN(Cc1cccs1)C(=O)C1CCN(S(=O)(=O)c2ccccc2)CC1	1	16	-18	9	4	2	1	11	1	-4	2
O=C(CCC(=O)N1CCN(c2ccccc2F)CC1)N1CCN(c2ccc(F)cc2)CC1	-4	15	-4	25	9	5	-2	2	2	-3	21

High-throughput results as filed in PubChem.
